Screens (PubChem)
mcGAS RapidFire: inhibitors of Mus musculus cyclic GMP-AMP synthase, initial high-throughput assay, cell-free, RapidFire MS; recombinant mouse cGAS, cGAMP by RapidFire MS; inhibition, % at 12.5 µM; 0.18% of 130,000 active; AID 1259397, 2018;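 active means inhibition of cGAS enzyme activity at or above 60%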;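 further: enzyme stimulated by 45 bp dsDNA with ATP and GTP substrates; cGAMP share of summed cGAMP plus half ATP and half GTP signals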
Target sequence (Q8C6L5 whole entry, looked up): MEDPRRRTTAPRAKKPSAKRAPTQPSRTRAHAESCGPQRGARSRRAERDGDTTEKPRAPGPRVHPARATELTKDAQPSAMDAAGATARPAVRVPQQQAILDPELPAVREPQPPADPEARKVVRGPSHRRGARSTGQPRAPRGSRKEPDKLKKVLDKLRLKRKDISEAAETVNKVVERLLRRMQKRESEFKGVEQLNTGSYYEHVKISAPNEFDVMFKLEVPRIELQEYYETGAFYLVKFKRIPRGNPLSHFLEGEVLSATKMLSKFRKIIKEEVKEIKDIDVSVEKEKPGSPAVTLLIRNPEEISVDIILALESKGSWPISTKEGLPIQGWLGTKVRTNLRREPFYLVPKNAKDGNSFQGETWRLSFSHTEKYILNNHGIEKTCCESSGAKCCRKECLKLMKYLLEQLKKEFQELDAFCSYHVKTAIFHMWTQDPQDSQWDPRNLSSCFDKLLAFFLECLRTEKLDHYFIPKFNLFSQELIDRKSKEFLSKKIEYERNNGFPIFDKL
Active calls of the source: *; & = joins results of further samples. This is a subset (hit frequency here may not be typical).

SMILES | mcGAS RapidFire
CCn1c(N/N=C2\CCOc3c(C)cccc32)nc2ccccc2c1=O | -14
C=CCNc1nc2cc(-c3cccc(NC(C)=O)c3)sc2c(=O)n1C | 7
CCOCCCn1c(=S)[nH]c2c(C)cccc2c1=O | -3
O=C(c1cc(Cn2cnc3ccccc32)[nH]n1)N(Cc1ccc(O)cc1)C1CC1 | -8
CCCCN(C(=O)C1CCCC1)c1c(N)n(CC(C)C)c(=O)[nH]c1=O | -5
CN(Cc1n[nH]c(=O)[nH]1)Cc1cn(C)nc1-c1ccc(C2CCCCC2)cc1 | -3
O=C(NCc1ccccn1)c1cccc(OC2CCN(C(=O)C3CC34CCC4)CC2)c1 (stereo unspecified) | -2
Cc1cc(C(=O)N2CCCC2(C)C(=O)O)nn1C(C)(C)C (stereo unspecified) | 0
CC1(C(=O)NC2Cc3ccccc3C2)CCN1C(=O)CC1CC1 (stereo unspecified) | -12
O=C(CN1CSCC1=O)Nc1nc2c(Cl)c(Cl)ccc2s1 | 12
Cc1noc(C)c1C(=O)N[C@H]1CN[C@H](C(=O)NCc2ccc3nonc3c2)C1 | -6
Cc1ccc(C(C)NC(=O)N2CCCC(c3nncn3C)C2)o1 (stereo unspecified) | -3
CCOC(=O)C1(C/C=C/c2ccccc2)CCCN(Cc2cnc(SC)nc2)C1 (stereo unspecified) | -9
CCOC(=O)N1CCN(C(=O)CSc2nc3c(c(=O)n2-c2ccc(C)cc2)SCC3)CC1 | 1
Cc1cc(Br)cc(Cl)c1OCC(=O)NC1(C#N)CCCCC1 | -12
CS(=O)(=O)c1cccc(C(=O)Nc2nccs2)c1 | -13
Cc1ccc(Cn2nc(Cl)nc2Cl)cc1 | -36
Cc1ccc(S(=O)(=O)NC(=O)C2(C)CCN2C(=O)C2CCCCC2)nc1 (stereo unspecified) | -6
COc1ccc(O)c(CN2CCC3(CCCN(CCc4ccccc4)C3)C2)c1 (stereo unspecified) | -8
CCCCS(=O)(=O)Nc1ccc2c(c1)ncn2C1CCCCC1 | -10
COc1ccc(OC)c(C2c3[nH]c4ccccc4c3CCN2Cc2cc3c(cc2Cl)OCO3)c1 (stereo unspecified) | 8
O=C(NC(=S)Nn1cnnc1)c1ccc(F)cc1Cl | -5
CC(C)(C)C(=O)C=C1Nc2ccccc2OC1(O)CC(=O)C(C)(C)C (stereo unspecified) | 1
CC(C)n1cnnc1CN(C)C(=O)c1cccc(C#CC(C)(C)O)c1 | -16
Cc1cc(C)n(CCCN(C)C(=O)c2scc3c2OCCO3)n1 | -13
SMILES | mcGAS RapidFire
COc1ccc(CN2CCN(Cc3cn[nH]c3-c3ccccc3)CC2CCO)cc1C (stereo unspecified) | -4
CCn1c(C)cc(O)c(C(c2ccccn2)N2CCC(Cc3ccccc3)CC2)c1=O (stereo unspecified) | -6
O=C(NC1CCCCCCC1)C1CCC(C(F)(F)F)NC1=O (stereo unspecified) | -31
Cc1nnsc1CN(C)Cc1cc(C(C)(C)C)ccc1O | -18
Cc1cc(C)n(C2CCN(C(=O)CN3CCOc4ccccc4C3)C2)n1 (stereo unspecified) | -8
O=S(=O)(Nc1ccc(Br)c(C(F)(F)F)c1)c1ccc(F)cc1 | -1
CO/N=C(\C(=O)N[C@@H]1C(=O)N2C(C(=O)OCSC(=O)c3ccco3)=CCS[C@H]12)c1csc(N)n1 | 9
CNC1CCC(C(F)(F)F)N(C)C1=O (stereo unspecified) | 3
Fc1cccc(C2CCCCN2Cc2nc(-c3ccc4c(c3)OCO4)no2)c1 (stereo unspecified) | -5&-3
O=S(=O)(CCO)Cc1nc2ccccc2n1C(F)F | -3
CC1(C(=O)NS(=O)(=O)c2cccs2)CCN1C(=O)c1ccccc1CCc1ccccc1 (stereo unspecified) | -2
CN(C)S(=O)(=O)N1CCN(C(=O)c2cccs2)CC1 | 11
CN1CCCC2(CCN(C(=O)CCn3cnc4ccccc4c3=O)C2)C1=O (stereo unspecified) | -16
Cc1nc(CCNC(=O)c2coc(CN3CCN(c4ccccc4F)CC3)n2)sc1C | 2
CC1CN(Cc2ccc(CNS(=O)(=O)c3cccs3)cc2)CC(C)O1 (stereo unspecified) | 0
CC1=C(C(=O)N2CCC(C3CCN(CCc4ccccc4)C3)CC2)OCCO1 (stereo unspecified) | -1
Cc1sc(-n2cccc2)c(C(=O)N2CCC3(CC2)CNC(=O)C3)c1C | -11
Cc1ccc(C(C)C)c(OCC(=O)N2CCC(C(=O)O)CC2)c1 | -8
CC(C)c1nc2c(c(=O)c3ccccc3n2C)c(=O)n1-c1ccccc1 | -3
Cn1ccnc1-c1nccn1-c1ccc2c(c1)CCC2 | -20
O=C1NCC(C(=O)N(Cc2cccc(Br)c2)C2CC2)N1 (stereo unspecified) | -3
COc1cccc(NC(=O)C2(C)CCN2Cc2ccccc2OC(F)F)c1 (stereo unspecified) | -5
NC(=O)CSc1nnc(Cn2c(=O)sc3ccccc32)n1CCc1ccccc1 | 3
O=c1cc(-c2ccc(Cl)cc2)[nH][nH]1 | 22
O=C(NCCNc1ccc(Nc2ccncc2)nn1)Nc1ccccc1 | -6
SMILES | mcGAS RapidFire
COc1cccc(C(=O)N2CCN(c3ccc([N+](=O)[O-])cc3)C(=O)C2C)c1 (stereo unspecified) | -5
Cc1cccc(-c2noc(CN(C)C(=O)c3cc(C4CC4)[nH]n3)n2)c1 | -13
O=S(=O)(c1ccc(-n2cnnn2)cc1)c1ccc(-n2cnnn2)cc1 | 8
CN(CC(O)Cn1cccn1)CC1CCN(CCO)CC1 (stereo unspecified) | -9
COc1ccc(-c2cc(C(=O)O)n(-c3ccc(Cl)c(Cl)c3)n2)c(OC)c1 | -1
Cc1c(C(=O)NCc2cccc(Cl)c2)sc(=O)n1Cc1ccc2c(c1)OCO2 | -5
Cc1cccc(CS(=O)(=O)c2ncc(CN(C(=O)CC(C)C)C(C)C)n2CC(C)C)c1 | -6
CC(=O)c1nn(-c2ccc(Cl)cc2)nc1N | 0
CC1CCc2c(sc3nc(C(C)N4CCN(C(=O)C5COc6ccccc6O5)CC4)[nH]c(=O)c23)C1 (stereo unspecified) | 1
Cn1ncc2c(NCCN3CCCCC3CO)nc(C(C)(C)C)nc21 (stereo unspecified) | -18
Cc1nn(CCNC(=O)c2ccc(Cl)cn2)c(C)c1Cl | -1
CCCCS(=O)(=O)N(CC)C(C)c1cccc(O)c1 (stereo unspecified) | -6
CCC(Cc1ccc(C)cc1)NC(=O)N1CCCC(CC(N)=O)C1 (stereo unspecified) | -7
N[C@H](CCCCNC(=O)c1cccnc1)C(=O)N1CCC(O)(c2ccc(Cl)cc2)CC1 | 0
O=C(NCCC1CCCCO1)c1cc(COc2ccc3c(c2)OCO3)[nH]n1 (stereo unspecified) | -10
NS(=O)(=O)c1ccc(NNC(=S)Nc2ccc(SC(F)F)cc2)cc1 | -6
CCc1cccc(Oc2ccc(F)cc2/C=C/C(=O)O)c1 | 3
Cc1ccc(C2CCCCC2OC(=O)CCS(=O)(=O)C2CCCC2)cc1 (stereo unspecified) | -5
O=C(Cc1ccccc1)NCCC(=O)N1CCOc2cc(F)ccc21 | -13
CCCn1ncc(CN2CCCC(N(C)CCc3ccc(OC)c(OC)c3)C2)c1C (stereo unspecified) | 3
Cc1nc(CN2CCN(c3nc4nonc4nc3NCc3ccccc3)CC2)cs1 | 1
CC(=Nc1cccnc1)C(C#N)C#N | -2
CCc1cn[nH]c1C1CCCN(C(=O)c2cc(C(C)C)n3ncnc3n2)C1 (stereo unspecified) | -36
CC(C)c1ccc(CC(=O)N2CCC2(C)C(=O)NS(=O)(=O)c2cccc(F)c2)cc1 (stereo unspecified) | 6
COc1ccc(-c2nnc(C(C)OC(=O)C3C4CC5CC(C4)CC3C5)o2)cc1 (stereo unspecified) | -4
SMILES | mcGAS RapidFire
NC(=O)NC(=O)CCSCc1csc(Cc2ccc(Cl)cc2)n1 | -2
CCOC(=O)c1oc2cc(O)ccc2c(=O)c1-c1ccc(Br)cc1 | -5
O=C(NCc1ccccn1)N1CC=C(c2ccccc2)CC1 | 0
Nc1nn(S(=O)(=O)c2ccccc2)cc1-c1cccc([N+](=O)[O-])c1 | -28
O=C(OC1CCSCC1)c1cc([N+](=O)[O-])cc([N+](=O)[O-])c1 | -8
O=C1c2ccccc2C(=O)N1N=Cc1c2ccccc2cc2ccccc12 | -9
Cc1cccc(-c2n[nH]c(=S)n2CCC(=O)NC(C)c2ccccc2Br)c1 (stereo unspecified) | -14
CC(C)NC(=O)C(C)ONC(=O)Cc1ccc2ccccc2c1 (stereo unspecified) | -8
COc1ccc(C)cc1-n1nnnc1SCc1cn2cccc(C)c2n1 | 0
Cc1nnc(CSc2nc3cc(F)c(F)cc3[nH]2)o1 | 1
CCn1cc(CN2CCCC(CNC(=O)C3(N)CCCC3)C2)cn1 (stereo unspecified) | -16
CCc1ccc(NC(=O)C(=O)NCCC2CCCCN2S(=O)(=O)c2ccc(OC)cc2)cc1 (stereo unspecified) | -2
CCCc1cc(C2CCCN2C(=O)Nc2ccc(CC)cc2)no1 (stereo unspecified) | 5
COC(=O)c1cc(Br)ccc1S(=O)(=O)Nc1cc(OC)ccc1OC | 1
Cc1noc(C)c1NC(=O)NCc1ccc(Br)cc1 | -11
Cc1nn(-c2ccccc2)c(Cl)c1CN1c2ccccc2C[C@H]1C(N)=O | -7
NCc1cc(-c2ccc(F)cc2)on1 | -17
O=C(Nc1ccccc1)C1CCN(C(=O)C2COc3ccccc3C2)CC1 (stereo unspecified) | -10
c1ccc2c(c1)C(=NN1CCOCC1)c1ccccc1-2 | 21
Cc1ccc(Cl)c(NC(=O)CSCc2nnnn2C2CC2)c1Cl | -4
c1csc(CCNc2ncnc3sc4c(c23)CCC4)c1 | -8
CCCCNC(=O)C(C)(C)n1cc(-c2ccc(OC)c(OC)c2)cn1 | 4
COc1ccc(CCNc2ccccc2N2CCC(O)CC2)cc1 | 0
O=C(NCC(c1ccccc1)c1c[nH]c2ccccc12)C1CCCO1 (stereo unspecified) | 7
Cc1ccc(Nc2nc(NCc3cccnc3)nc3[nH]ncc23)cc1 | -2

Some values from above:
Value of O=C(Cc1ccccc1)NCCC(=O)N1CCOc2cc(F)ccc21 in mcGAS RapidFire: -13
Value of CCn1c(N/N=C2\CCOc3c(C)cccc32)nc2ccccc2c1=O in mcGAS RapidFire: -14

7 of the entries above in order of their number in mcGAS RapidFire, descending.
SMILES | mcGAS RapidFire
CCCc1cc(C2CCCN2C(=O)Nc2ccc(CC)cc2)no1 (stereo unspecified) | 5
COc1ccc(C)cc1-n1nnnc1SCc1cn2cccc(C)c2n1 | 0
NC(=O)NC(=O)CCSCc1csc(Cc2ccc(Cl)cc2)n1 | -2
Cc1ccc(Cl)c(NC(=O)CSCc2nnnn2C2CC2)c1Cl | -4
Cc1nn(-c2ccccc2)c(Cl)c1CN1c2ccccc2C[C@H]1C(N)=O | -7
CC(C)NC(=O)C(C)ONC(=O)Cc1ccc2ccccc2c1 (stereo unspecified) | -8
Cc1cccc(-c2n[nH]c(=S)n2CCC(=O)NC(C)c2ccccc2Br)c1 (stereo unspecified) | -14

Additional entries
SMILES | mcGAS RapidFire
O=C1OCCN1c1ccccc1NS(=O)(=O)c1ccc2nc(Cl)sc2c1 | -5
CC1=C(C(=O)O)N2C(=O)[C@@H](NC(=O)[C@H](N)C3=CCC=CC3)C2SC1 (stereo partly specified) | -3
COc1ccc(C#N)cc1NC(=O)N(C)Cc1cccc(C#N)c1 | -5
CCc1nn2c(nnc3c(=O)n(CC4CCCO4)ccc32)c1-c1ccc(Cl)cc1 (stereo unspecified) | 2
Cn1ncc2c(NCCCNc3cccnc3)nc(C(C)(C)C)nc21 | -3
COc1ccc(NC(=O)CCC2CCCN(Cc3ccc4nonc4c3)C2)c(C)c1 (stereo unspecified) | -2
CCC(C)C(=O)N1Cc2ccccc2CC1C(=O)Nc1nc(C)cs1 (stereo unspecified) | 10
O=C(CSc1nnc(NC2CC2)s1)c1ccc[nH]1 | -3
Cc1ccc(Nc2nc(N(C)C)nc3[nH]ncc23)cc1C | -5
CCc1ccc(-c2ccc(=O)n(Cc3ccccc3C)n2)cc1 | -7
Cc1cc([N+](=O)[O-])ccc1NC(=O)C(=O)N1CCC(O)CC1 | -11
Cc1[nH]nc(-c2ccc(O)c(C)c2O)c1-c1nc2ccccc2s1 | -4
Cc1ccc(CNC(=O)Cn2c(CO)cnc2SCc2cccc(C)c2)cc1 | -13
O=C(NCc1ccco1)c1cn(Cc2ccc(F)cc2)c(=O)s1 | -8
OC(c1ccc(F)c(F)c1)c1ncc(-c2cccc3ccccc23)[nH]1 (stereo unspecified) | -7
Clc1ccc2nc(NCc3ccccn3)nc(-c3ccccc3)c2c1 | -4
COCCNC(=S)Nc1ccc(N)c([N+](=O)[O-])c1 | -2
C=C(NN=c1sc2ccccc2n1C)c1ccc2c(c1)OCCO2 | -6
COc1c(C)cc(C(O)c2ncc(-c3cccc4ccccc34)[nH]2)cc1C (stereo unspecified) | -4
O[C@@H]1CN(Cc2cccc3c2OCO3)CC[C@H]1c1ccc(F)cc1 | -14
COc1ccc2c(COC(=O)COc3ccc4c5c(c(=O)oc4c3)CCC5)cc(=O)oc2c1 | 6
C=CCN(Cc1ccc(SC)cc1)C(=O)C1CCOC1 (stereo unspecified) | -44
COc1cccc(CN(C)S(=O)(=O)NC(C)c2ccccc2C)c1 (stereo unspecified) | -18
Cc1noc(C)c1CN1CCN2C=C(C(=O)N3CCOCC3)OC2=NC1=O | -7

5 compounds drawn at random from the list so far:
SMILES | mcGAS RapidFire
Clc1ccc2nc(NCc3ccccn3)nc(-c3ccccc3)c2c1 | -4
COc1ccc(C#N)cc1NC(=O)N(C)Cc1cccc(C#N)c1 | -5
COc1cccc(CN(C)S(=O)(=O)NC(C)c2ccccc2C)c1 (stereo unspecified) | -18
O=C(NCc1ccco1)c1cn(Cc2ccc(F)cc2)c(=O)s1 | -8
CC1=C(C(=O)O)N2C(=O)[C@@H](NC(=O)[C@H](N)C3=CCC=CC3)C2SC1 (stereo partly specified) | -3
